Source: PubChem (The Scripps Research Institute Molecular Screening Center)
PAFAH1B2 inh: PAFAH1B2 enzyme inhibitors, primary screen, biochemical, fluorescence polarization, human; Platelet-activating factor acetylhydrolase IB subunit alpha2 (Homo sapiens), P68402; recombinant PAFAH1B2, FP-rhodamine activity probe; inhibition, % at 3.39 µM; hit rate 1.2% among 340,000; AID 492953, 2010;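 active = inhibition above the mean of all tested compounds plus 3 SD, cut at about 24% in these data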;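 also: 0% = enzyme with DMSO and 100% = wells lacking PAFAH1B2; many of its hits are not listed in these tables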
LYPLA2 inh: LYPLA2 inhibitors, primary screen, counter-screen for PME1 inhibitor project, biochemical, fluorescence polarization, FP-Rh probe ABPP. Acyl-protein thioesterase 2 (Homo sapiens), O95372. recombinant LYPLA2. inhibition, % at 5.9 µM. hit rate 0.38% among 320,000. AID 2177, 2009;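 active = inhibition above the screen-wide mean plus 3 SD, limit set per campaign, cut at about 26% in these data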;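 also: 0% = LYPLA2 with DMSO and 100% = wells lacking LYPLA2 enzyme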
Target sequence (O95372 whole entry, looked up): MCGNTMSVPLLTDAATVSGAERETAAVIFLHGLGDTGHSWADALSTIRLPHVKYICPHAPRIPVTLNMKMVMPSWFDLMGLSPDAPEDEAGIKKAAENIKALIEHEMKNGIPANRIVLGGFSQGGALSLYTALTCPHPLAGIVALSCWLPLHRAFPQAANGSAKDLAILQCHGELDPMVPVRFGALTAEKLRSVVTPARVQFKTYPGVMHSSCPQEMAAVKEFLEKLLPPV
pPAFAH FP inh: pPAFAH enzyme inhibitors, primary screen, biochemical, fluorescence polarization, human; Platelet-activating factor acetylhydrolase (Homo sapiens), Q13093; recombinant pPAFAH, FP-rhodamine probe fluorescence polarization; inhibition, % at 3.39 µM; hit rate 1.5% among 330,000; AID 463082, 2010;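 active = inhibition above the mean inhibition across the screen plus 3 SD, cut at about 25% in these data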;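 also: inhibitors block binding of the rhodamine activity-based probe so polarization drops; 0% = enzyme with DMSO and 100% = wells lacking pPAFAH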
LYPLA1 counter: LYPLA1 inhibitors, primary screen, counter-screen for PME1 inhibitor project, biochemical, fluorescence polarization, FP-Rh probe ABPP | AID 2174, 2009 | hit rate 0.16% among 320,000 | inhibition, % at 5.9 µM | recombinant LYPLA1 | Acyl-protein thioesterase 1 (Homo sapiens), O75608;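 active = inhibition above the mean of all tested compounds plus 3 SD, set per campaign, cut at about 14% in these data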;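 also: inhibitors block serine hydrolase probe labeling of LYPLA1 so polarization falls; 0% = enzyme with DMSO and 100% = wells lacking LYPLA1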
Target sequence (O75608 whole entry, looked up): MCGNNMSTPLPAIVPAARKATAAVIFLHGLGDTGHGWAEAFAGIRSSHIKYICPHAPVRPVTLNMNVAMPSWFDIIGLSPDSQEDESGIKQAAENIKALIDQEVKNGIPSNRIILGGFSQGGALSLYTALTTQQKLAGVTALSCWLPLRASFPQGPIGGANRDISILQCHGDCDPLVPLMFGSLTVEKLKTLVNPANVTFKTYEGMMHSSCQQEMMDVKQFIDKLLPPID
PME-1 inh: PME-1 inhibitors via competitive probe labeling, primary screen, biochemical, fluorescence polarization, FP-Rh probe, HTS; Protein phosphatase methylesterase 1 (Homo sapiens), Q9Y570; recombinant PME-1; inhibition, % at 5.9 µM; hit rate 0.53% among 320,000; AID 2130, 2009;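 active = inhibition above the campaign mean of all compounds plus 3 SD, cut at about 26% in these data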;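 also: competitive labeling of PME-1 active site by serine hydrolase directed probe; 0% = PME-1 with DMSO and 100% = wells lacking PME-1 enzyme; inhibitors block probe labeling so polarization falls and inhibition rises; many of its hits are not listed in these tables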
Target sequence (Q9Y570 whole entry, looked up): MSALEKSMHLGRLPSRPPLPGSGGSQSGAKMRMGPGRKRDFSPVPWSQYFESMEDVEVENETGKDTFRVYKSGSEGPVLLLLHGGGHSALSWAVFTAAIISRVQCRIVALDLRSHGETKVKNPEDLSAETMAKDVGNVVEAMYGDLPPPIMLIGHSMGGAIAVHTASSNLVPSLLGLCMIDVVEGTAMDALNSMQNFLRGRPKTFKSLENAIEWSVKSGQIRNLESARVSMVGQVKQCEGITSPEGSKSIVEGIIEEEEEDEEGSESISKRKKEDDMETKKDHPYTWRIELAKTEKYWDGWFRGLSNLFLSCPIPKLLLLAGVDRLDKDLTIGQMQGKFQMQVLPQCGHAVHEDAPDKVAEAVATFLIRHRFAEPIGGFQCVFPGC
PAD4 inh: human PAD4 inhibitors, primary screen, biochemical, fluorescence polarization, 1536-well format; recombinant PAD4, RCA probe fluorescence polarization; Protein-arginine deiminase type-4 (Homo sapiens), Q9UM07; AID 485272, 2010; inhibition, % at 6.36 µM; hit rate 0.41% among 330,000;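 active = percent inhibition above a cutoff equal to the mean of all tested compounds plus 3 SD, cut at about 15% in these data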;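 also: 0% = PAD4 with RCA probe and DMSO and 100% = probe without PAD4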
PREPL inhibitor: PREPL enzyme inhibitors, primary screen, biochemical, fluorescence polarization; AID 2751, 2010; recombinant PREPL, fluorescence polarization activity-based probe; Prolyl endopeptidase-like (Homo sapiens), Q4J6C6; hit rate 0.68% among 320,000; inhibition, % at 5.96 µM; in the data active = inhibition above about 43%;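 also: 0% = enzyme with DMSO and 100% = wells lacking enzyme; many of its hits are not listed in these tables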
GSTO1 counter: inhibitors of recombinant GSTO1, primary screen, counter-screen for RBBP9 inhibitor project, biochemical, fluorescence polarization | hit rate 1.1% among 300,000 | inhibition, % at 5.96 µM | activity-based probe fluorescence polarization | AID 1974, 2009;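 active = inhibition above the campaign mean inhibition plus 3 SD, cut at about 35% in these data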;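 also: 0% = GSTO1-1 with DMSO and 100% = wells lacking GSTO1-1 enzyme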
Target sequence (P78417 whole entry, looked up): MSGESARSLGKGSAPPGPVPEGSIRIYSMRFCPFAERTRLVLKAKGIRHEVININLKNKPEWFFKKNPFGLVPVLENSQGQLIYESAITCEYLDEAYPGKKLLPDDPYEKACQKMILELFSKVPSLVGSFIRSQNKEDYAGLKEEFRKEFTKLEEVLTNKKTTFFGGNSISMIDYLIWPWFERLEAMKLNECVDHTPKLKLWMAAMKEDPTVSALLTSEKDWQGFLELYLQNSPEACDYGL
PAFAH1B3 FP inh: PAFAH1B3 enzyme inhibitors, primary screen, biochemical, fluorescence polarization, human. inhibition, % at 3.39 µM. recombinant PAFAH1B3, FP-rhodamine probe. Platelet-activating factor acetylhydrolase IB subunit alpha1 (Homo sapiens), Q15102. hit rate 0.28% among 340,000. AID 492972, 2010;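 active = inhibition above the screen-wide average of all tested compounds plus 3 SD, cut at about 25% in these data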;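 also: 0% = enzyme with DMSO only and 100% = wells lacking PAFAH1B3 protein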
Starred values were filed as active, the others as inactive; . = no result given.

SMILES	PAFAH1B2 inh	LYPLA2 inh	pPAFAH FP inh	LYPLA1 counter	PME-1 inh	PAD4 inh	PREPL inhibitor	GSTO1 counter	PAFAH1B3 FP inh
O=C(Cn1cnc2ccccc21)N/N=C/c1ccccc1[N+](=O)[O-]	0	0	-6	3	-2	1	22	-5	0
CCc1ccc(NC(=O)c2noc3c2CCc2ccccc2-3)cc1	5	-4	4	-7	-16	-3	-11	0	10
O=C(CCS(=O)(=O)c1ccc(Br)cc1)N1CCN(Cc2ccccc2)CC1	10	2	3	1	0	-2	18	5	8
COc1ccc(Cn2nnnc2C(C(C)C)N2CCN(c3ccccc3OC)CC2)cc1 (configuration not stated)	-2	5	11	1	2	-1	7	-1	9
CCCS(=O)(=O)c1nc(S(=O)(=O)c2ccc(C)cc2)c(N2CCN(C)CC2)s1	9	0	5	-2	4	0	3	-11	6
Cc1ccc(OCc2nc(-c3ccc(Cl)cc3)n[nH]2)cc1	2	1	6	-6	-32	1	22	4	-8
CCCN1CCC(CCOc2ccccc2)(C(=O)OCC)CC1	-4	0	4	0	4	1	-29	3	3
CC(C)OP(=O)(OC(C)C)C(Nc1ccccn1)c1ccc(F)cc1 (configuration not stated)	1	-11	-9	-2	-9	-11	-3	7	-1
O=C(N/N=C/c1ccoc1)c1ccc(Cl)cc1	7	7	8	3	2	-3	9	1	4
CCOC(=O)C1=C(COC(=O)/C=C/c2ccc(C)o2)NC(=O)NC1C (configuration not stated)	-3	-2	0	-2	-3	-2	-8	.	5
CCN(CC)CCn1c(=S)[nH]c2cc(C(=O)NCc3ccc(C)cc3)ccc2c1=O	6	-3	5	-1	2	-2	-3	8	1
Cc1ccccc1-c1nnc(SCc2ccccc2F)o1	5	-10	1	-1	-6	-1	5	6	6
Cc1cc(C(=O)N2CCCC(C(=O)c3cccc4ccccc34)C2)nc(C)n1 (configuration not stated)	1	4	-2	-1	2	-1	17	5	6
CCC(=O)Nc1nnc(S(=O)(=O)N2CCCc3ccccc32)s1	18	-3	5	-3	-6	3	-3	-12	4
O=c1c2ccccc2nc2n1CCS2(=O)=O	.	-8	2	-3	4	-4	4	7	.
O=C(NCC1CCN(Cc2ccccc2F)CC1)Nc1cc(F)ccc1F	0	0	-4	-6	-5	5	-6	-7	1
O=C1NC[C@H](CC2CCCCC2)N(CCc2cccc(F)c2)C1=O	0	-1	3	1	2	1	23	1	-9
CON(C)S(=O)(=O)c1cccc(C(=O)Oc2ccc(N(C)S(=O)(=O)c3ccccc3)cc2)c1	7	-1	22	-2	1	-1	14	5	7
Cc1cccc(NC2=C/C(=N/S(=O)(=O)c3cccs3)c3ccccc3C2=O)c1	23	7	22	3	16	28*	3	84*	64*
CCOC(=O)/C=C1\SCC(=O)N1CC(=O)Nc1ccc2c(c1)CCC2	-2	10	4	-3	-1	-5	9	-8	-1
O=C(CCN1C(=O)S/C(=C\C=C\c2ccccc2)C1=O)Nc1ccc(O)cc1	0	21	5	-3	-5	0	43*	0	0
CCN(CC(=O)NCc1ccc(Cl)cc1)C(=O)COc1cccc(Cl)c1	6	6	8	-2	0	-1	-9	-3	5
Cc1ccc(NC(=O)c2sc3ncn(CC(=O)N4CCN(c5ccccn5)CC4)c(=O)c3c2C)cc1F	4	-3	8	-4	0	2	8	-3	1
CCNC(=S)NC1CC2CCCC(C1)N2CCc1ccccc1 (configuration not stated)	1	-1	8	0	-6	-3	-10	4	8
CCN(C(=O)c1cn(C)c(=O)c2cc(OC)c(OC)cc12)c1ccccc1C	3	1	0	2	-2	-3	-4	5	2
SMILES	PAFAH1B2 inh	LYPLA2 inh	pPAFAH FP inh	LYPLA1 counter	PME-1 inh	PAD4 inh	PREPL inhibitor	GSTO1 counter	PAFAH1B3 FP inh
COc1ccc(NC(=O)CCNC(=O)Cn2cnc3sc4c(c3c2=O)CCCC4)cc1OC	3	-2	-4	-5	-5	-2	-7	3	11
CC(C)Oc1ccc(C(=O)Nc2ccc([N+](=O)[O-])cc2)cc1	3	-1	1	-3	-3	0	1	6	6
CSc1ncccc1C(=O)OCC(=O)N(CC(C)C)c1c(N)n(Cc2ccccc2)c(=O)[nH]c1=O	3	5	4	1	-1	-6	4	-4	7
COc1cc(NC(=O)c2ccco2)ccc1NC(=O)C(C)C	4	-6	-6	-1	-7	2	15	18	5
CCn1c(C)c(C)c2cc(C(=O)N3CCCC3)ccc21	-8	-26	0	-11	-29	-12	-2	-2	-5
CSc1cccc(CN2CCCC(CNC(=O)c3ccco3)C2)c1 (configuration not stated)	2	9	6	3	-1	-1	10	4	-3
CCCN1CCN(C(=S)Nc2ccc(S(N)(=O)=O)cc2)CC1	-1	-3	5	-1	-3	-4	0	9	0
COC(=O)c1cc(COC(=O)c2nc3nccc(C)n3n2)oc1C	1	-6	5	0	-1	-5	6	8	5
Cc1sc2ncnc(SCC(=O)NC3CC3)c2c1C	0	-8	-5	0	5	2	26	5	7
COc1cc(OC)cc(C(=O)NC(=S)NNC(=O)c2cnccn2)c1	5	-4	-3	-1	2	2	-4	-3	10
CCN(CCCNC(=O)CCc1nc(-c2ccc(OC)cc2)no1)c1cccc(C)c1	5	-4	6	-1	6	-1	13	1	3
Cn1c(N)c(C(=O)Nc2ccc(-c3ccccc3)cc2)sc1=S	4	0	7	-1	8	0	11	4	5
CCOC(=O)CSc1nc2sc3c(c2c(=O)n1-c1ccc(OCC)cc1)CCN(C)C3	1	-7	-2	-5	-3	7	10	-2	6
O=C(NCCCn1ccnc1)c1nc(Cn2cc(Br)cn2)no1	3	9	10	4	-6	-1	6	4	4
Cc1ccc(N2CC(C(=O)OCc3nc(N)nc(Nc4ccccc4C)n3)CC2=O)cc1 (configuration not stated)	2	7	8	1	-3	0	6	7	5
O=C1NCC(O)=C1C=Nc1ccccc1O	6	-3	5	-1	4	-3	8	23	13
Cc1ccc(S(=O)(=O)N2CCCOC2CNC(=O)C(=O)NC2CCCC2)cc1 (configuration not stated)	4	4	-2	3	-3	0	3	-3	5
Cc1c(NC(=O)C(C)OC(=O)C(NC(=O)c2ccco2)C(C)C)c(=O)n(-c2ccccc2)n1C (configuration not stated)	-2	-2	5	0	0	-2	-13	-1	5
CCCOC(=O)C1NC(=O)N2C(C(=O)OCCC)C(C)(C)S[C@H]12 (some centres not stated)	-4	-1	-2	1	-4	2	-2	2	6
COc1ccc(NC(=O)NCCc2cccc(Cl)c2)cc1OC	2	2	2	0	2	0	12	0	7
c1ccc2c(c1)[nH]c1ccccc12	25*	1	-2	-2	0	5	1	3	9
COc1cc(/C(C)=N/N2CCN(Cc3ccc(C)cc3)CC2)ccc1O	-2	5	3	1	3	1	3	6	7
NC(=O)c1cc(S(=O)(=O)NCc2cccc(Br)c2)cs1	5	2	5	15*	1	2	0	21	8
CCOc1ccc(N2CC(C(=O)Nc3ccccn3)CC2=O)cc1 (configuration not stated)	4	8	5	-3	3	-4	-3	11	-1
CCc1sc(C(=O)NC)cc1Br	-2	8	1	1	-2	-1	21	0	2

Looked up above:
COc1ccc(NC(=O)CCNC(=O)Cn2cnc3sc4c(c3c2=O)CCCC4)cc1OC in PREPL inhibitor is listed with -7
O=C1NCC(O)=C1C=Nc1ccccc1O in LYPLA1 counter is listed with -1

New compounds follow
SMILES	PAFAH1B2 inh	LYPLA2 inh	pPAFAH FP inh	LYPLA1 counter	PME-1 inh	PAD4 inh	PREPL inhibitor	GSTO1 counter	PAFAH1B3 FP inh
CCc1ccccc1NC(=O)CN(C)C(=O)CSc1nnc(Nc2ccc(C)cc2)s1	3	-6	6	-3	-2	-2	-9	0	-3
CC(C)CNc1nc(Oc2ccc(=O)[nH]n2)nc(N2CCOCC2)n1	0	3	2	0	-4	-2	3	5	4
CC(=O)c1cccc(NC(=O)C(C)OC(=O)CCn2c(C)csc2=O)c1 (configuration not stated)	5	6	4	0	4	3	0	.	3
CCNC(=S)NNC(=O)c1cccc(Br)c1	-1	3	4	-1	5	-3	11	8	2
C=CCNC(=O)CSc1cc([N+](=O)[O-])cc(S(=O)(=O)Cc2ccccc2)c1	7	3	24	0	8	-2	7	3	-2
COc1ccc(C(=O)NC2=NCCS2)cc1	3	2	6	3	-2	-4	2	1	3
NS(=O)(=O)c1cccc(NC(=O)CSc2nnc(C3CC3)n2Cc2ccccc2)c1	6	-8	-6	-1	-9	0	-23	4	5
CCN1CCCC1CNCC(O)COc1ccc(C(C)(C)C)cc1C (configuration not stated)	1	-5	-2	-3	-5	-1	9	-1	2
Cc1ccc(C)c(S(=O)(=O)N2CCN(C(=O)Cc3ccccc3)CC2)c1	-2	-1	1	-1	-1	7	5	-1	3
Cc1nn(CCOc2ccccc2)c(=O)n1-c1ccccc1F	3	3	-1	2	-3	2	-9	-3	3
O=C(CCCn1c(=O)oc2ccccc21)NC1CCCCCC1	.	-2	4	-2	5	-1	19	6	.
CC(OC(=O)c1cccs1)C(=O)NCc1cccs1 (configuration not stated)	-4	-5	5	-2	-1	3	1	7	10
CCOc1cc2[nH]c(=S)n(CCC(=O)NCc3ccc(OC)cc3)c(=O)c2cc1OCC	-5	1	2	-2	5	0	1	0	-8
COc1ccc(C(=O)NC(=S)Nc2cccc(Cl)c2N2CCOCC2)cc1[N+](=O)[O-]	-1	2	2	-1	4	1	2	-1	0
O=C(CSCc1ccccc1Cl)Nc1ccc2c(c1)OCCO2	5	5	1	-2	0	1	-15	3	4
O=C(NCCC(=O)N1CCOCCOCCOCCOCC1)OCc1ccccc1	0	2	2	0	-11	2	-3	9	5
Cc1nnc(N2C(=O)C(=O)/C(=C(/O)c3ccc4c(c3)OCCO4)C2c2ccc([N+](=O)[O-])cc2)s1 (configuration not stated)	2	0	9	-5	-5	-4	5	1	-3
COCc1cc(SC2CCCCC2)nc(C)n1	8	6	3	1	-1	-2	6	8	0
Cc1c(S(=O)(=O)NCCc2ccccc2)c(=O)n(C)c(=O)n1C	-2	-1	1	1	2	-4	-6	3	8
CCSc1nc(-c2cccnc2)ccc1C#N	1	5	9	1	-2	-3	11	3	5
CC(C)c1ccc(/C=C2\C(=O)N(CCN3CCOCC3)C(=S)N2C)cc1	.	-6	6	-2	-4	3	8	-9	.
COCCCn1c(=O)c2sccc2n2c(CCCC(=O)NCc3ccc(OC)cc3)nnc12	-1	6	5	0	6	0	6	15	6
O=C(CCN1C(=O)/C(=C/c2ccccc2)SC1=S)N[C@@H](CO)Cc1ccccc1	43*	6	1	3	-5	-13	14	13	3
COc1ccc(C2=CCC3CCCCN3C2)cc1OC (configuration not stated)	1	.	2	.	.	5	14	.	6
CCOC(=O)N1CC=C2C(C#N)=C(N)C(C#N)(C#N)[C@H](c3ccccc3OCC)[C@H]2C1	-3	1	-2	0	27*	1	4	-3	-1
COCCCn1c(SCC(=O)Nc2ccc(C(C)=O)cc2)nc2ccccc2c1=O	-1	-2	-1	0	-5	-2	-17	1	2

This is a subset, so the mix of outcomes need not match the whole.
